Source: PubChem (several laboratories)
p47phox inh – p47phox (human) inhibition | 0.53% of 220,000 active | inhibition, % at 24.7 µM | p47phox/p22phox peptide binding, fluorescence polarization, 2 h | P14598;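 active means inhibition above about 30%, limit read from the data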;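 further: 0% = p47phox with labelled peptide and 100% = labelled peptide alone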
Target sequence (P14598 whole entry, looked up): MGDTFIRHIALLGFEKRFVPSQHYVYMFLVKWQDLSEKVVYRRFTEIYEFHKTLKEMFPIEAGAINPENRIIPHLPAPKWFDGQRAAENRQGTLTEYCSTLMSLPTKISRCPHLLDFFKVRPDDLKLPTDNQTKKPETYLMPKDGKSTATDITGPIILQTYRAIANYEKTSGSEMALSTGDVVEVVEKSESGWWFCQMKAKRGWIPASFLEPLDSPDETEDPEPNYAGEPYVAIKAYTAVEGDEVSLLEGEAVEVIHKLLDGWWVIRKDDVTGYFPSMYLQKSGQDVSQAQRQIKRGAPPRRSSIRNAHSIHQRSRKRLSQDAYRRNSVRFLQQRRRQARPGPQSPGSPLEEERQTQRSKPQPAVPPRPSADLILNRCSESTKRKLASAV
RBBP9 inhibitor – human RBBP9 hydrolase inhibition; 0.2% of 220,000 active; recombinant RBBP9, FP-Rh probe fluorescence polarization; inhibition, % at 7.94 µM;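 active means inhibition above the campaign mean of all tested compounds plus 3 SD, cut at about 14% in these data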;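 further: plate controls were DMSO wells with RBBP9 for no effect and wells lacking RBBP9 protein for full effect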
Target sequence (O75884 whole entry, looked up): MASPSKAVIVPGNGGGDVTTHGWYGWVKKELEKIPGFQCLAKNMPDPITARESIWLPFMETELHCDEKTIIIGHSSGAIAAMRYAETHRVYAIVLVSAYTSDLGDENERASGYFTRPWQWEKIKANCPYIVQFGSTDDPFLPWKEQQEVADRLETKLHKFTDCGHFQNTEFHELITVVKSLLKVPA
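Controls: DMSO-treated enzyme wells and wells lacking RBBP9 | Material: RBBP9 protein | Technique: Fluorescence polarization | Replication: Single well per compound, no replicates | Buffer or medium: Tris-NaCl-Pluronic buffer, pH 8.0 | Timing: 30 min compound preincubation, 45 min probe labeling, 25 °C | Read-out basis: Percent inhibition from mP, scaled between DMSO and no-protein wells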
p97 inhibitor – inhibitors of human p97 ATPase. AID 1481. 0.42% of 220,000 active. inhibition, % at 8 µM. recombinant p97 ATPase, Kinase-Glo ATP luminescence, 3 h; in the data active means inhibition above about 15%;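 further: 0% = DMSO vehicle and 100% = wells lacking enzyme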
TbHK1 inh – blocks Trypanosoma brucei hexokinase 1 activity; recombinant TbHK1, G6PDH-coupled NADH A340; AID 1430; 0.11% of 220,000 active; inhibition, % at 10 µM;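 active means inhibition of 50% or more in the single-dose primary screen; inactive means inhibition below 50%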
PGE2 EP2 inh – EP2 receptor (human) inhibition. 0.52% of 260,000 active. inhibition, % at 25 µM. C6 glioma cells expressing human EP2, cAMP TR-FRET; cells stimulated with saturating PGE2. P43116. AID 1422;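 active means percent inhibition above 40 after rounding to a whole number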;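 further: rat C6 glioma host cells with rolipram phosphodiesterase inhibitor present; the protocol text gives 20 µM as final concentration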
Target sequence (P43116 whole entry, looked up): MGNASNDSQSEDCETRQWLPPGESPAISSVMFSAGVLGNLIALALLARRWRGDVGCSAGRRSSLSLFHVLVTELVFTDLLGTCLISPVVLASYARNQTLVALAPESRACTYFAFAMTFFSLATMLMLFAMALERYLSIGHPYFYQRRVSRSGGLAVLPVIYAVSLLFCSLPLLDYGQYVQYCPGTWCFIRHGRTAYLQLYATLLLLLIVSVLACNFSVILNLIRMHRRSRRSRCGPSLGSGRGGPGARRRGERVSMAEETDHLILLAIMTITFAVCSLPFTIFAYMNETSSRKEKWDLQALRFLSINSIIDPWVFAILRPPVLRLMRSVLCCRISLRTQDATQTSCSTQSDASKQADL
BaF3 tox – parental Ba/F3 viability inhibition as JAK2V617F counter-screen. CellTiter-Glo ATP luminescence. inhibition, % at 5.6 µM. 1.1% of 220,000 active. AID 1486;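 active means inhibition above a per-campaign cutoff, the mean inhibition of all tested compounds plus 3 SD, cut at about 27% in these data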;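 further: 0% = DMSO wells and 100% = JAK Inhibitor I control wells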
PPC-1+TRAIL kill – compounds killing PPC-1 cancer cells with TRAIL present (potentiator screen, no TRAIL-free arm). PPC-1 cells + TRAIL, ATPLite viability luminescence. cell killing (% activity), % at 4 µM. 0.41% of 220,000 active. AID 1443;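 active means cell killing above 50% in the first pass at 4 µM, then a duplicate retest at 5 µM averaging 50% or more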;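 further: plate controls were cells with TRAIL plus DMSO for no effect and medium-only wells lacking cells for full effect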
Furin inhibitor – human furin inhibition; 0.061% of 220,000 active; AID 463115; purified furin, fluorogenic substrate cleavage; inhibition, % at 30 µM; in the data active means inhibition above about 25%; further: inactives centre near -15
Ba/F3 V617F tox – lowers viability of Ba/F3 cells expressing EpoR and JAK2V617F | inhibition, % at 5.6 µM | ATP luminescence | 1.1% of 220,000 active | AID 1446;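 active means inhibition above the campaign mean plus 3 SD over all tested compounds, cut at about 24% in these data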;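 further: cytokine-independent growth of Ba/F3 cells driven by EpoR plus mutant JAK2; 0% = DMSO-treated cells and 100% = JAK inhibitor I control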
An asterisk follows results filed as active; . = not tested or not shown; & = joins results of further samples; [ ] = remark or other dose. These rows are one share of the data; rates above refer to the full screens.

SMILES	p47phox inh	RBBP9 inhibitor	p97 inhibitor	TbHK1 inh	PGE2 EP2 inh	BaF3 tox	PPC-1+TRAIL kill	Furin inhibitor	Ba/F3 V617F tox
Cc1onc(-c2ccccc2)c1-c1csc(N/N=C/c2ccccc2)n1	-10.1	-10.7	6.6	-21.4	11.1	0.6	13.7	-9.1	-0.2
O=C(Oc1c(-c2ccco2)oc2ccccc2c1=O)c1cccnc1	-12.5	4.7	7.0	-3.0	12.4	6.0	15.8	0.6	2.9
COc1ccc(Cn2c(=O)[nH]c3cc(C(=O)N4CCN(Cc5ccccc5)CC4)ccc3c2=O)cc1	0.1	-0.6	6.7	-17.4	13.6	3.7	11.0	-26.8	-0.6
Cc1ccc(SC[C@H](Cc2ccccc2)N2CCN(C)CCC2=O)cc1	-6.2	.	.	-0.5	14.7	.	17.7	-5.3	.
Cc1csc(-c2cnn(-c3ccccc3)c2NC(=O)c2ccccc2)n1	-6.9	-8.6	6.4	2.1	13.2	4.5	23.0	-28.6	-3.2
c1ccn2cc(-c3ccc4c(c3)OCO4)cc2c1	-4.8	7.4	-0.2	-5.3	6.5	8.8	2.0	-10.1	6.0
CN(C)S(=O)(=O)c1cccc(NC(=S)N/N=C/C(=O)c2ccccc2)c1	-2.8	-7.4	2.9	1.9	11.1	4.7	9.7	-23.9	-0.6
Cc1ccc(-c2nnc(SCC(=O)CC(=O)Nc3ccccc3)n2-c2ccccc2)cc1	2.5	0.9	2.6	-3.0	6.2	0.9	16.6	-12.3[20 µM]	-1.5
COc1ccc(N/C(=N\c2nc(C)cc(C)n2)NC(=O)C(C)C)cc1OC	-4.9	0.7	0.5	-14.5	11.0	-2.3	-10.3[5 µM]	-10.8	-4.8
CCOC(=O)C1=C(C)NC(=S)N(C(C)=O)C1c1ccc(OC)c(OC)c1 (stereo not given)	-2.2	-11.3	-4.5	-32.6	2.9	-0.1	13.8	11.7	1.0
O=C(Cc1ccccc1)NCc1nc2ccccc2[nH]1	.	-2.0	-0.7	5.4	5.7	1.0	.	-9.5[20 µM]	-3.5
Cc1cc(C)c(NC(=S)NC(NC(=O)c2ccccc2)C(Cl)(Cl)Cl)c(C)c1 (stereo not given)	-23.8	-8.6	6.1	-4.1	16.6	2.6	5.9	-15.2	-4.4
NC(=O)CN1CCOCCOCCN(CC(N)=O)CCOCC1	-7.9	1.8	2.3	2.2	2.4	4.4	18.2	-28.1[20 µM]	0.7
O=C(CCS(=O)(=O)c1cccc2nonc12)N1CCCc2ccccc21	3.0	-10.3	-4.7	6.7	11.9	1.8	6.1	-1.9	-0.4
N/C(Cc1cccs1)=N\OC(=O)COc1ccccc1Cl	-10.2	-0.5	-1.6	17.8	14.7	7.3	14.9	-13.4[20 µM]	1.9
CC(C)C(=O)c1cn(CC(=O)NCc2ccc3c(c2)OCO3)c2ccccc12	-6.2	1.3	0.0	-3.6	17.1&5.7	1.1	30.5	-25.7[20 µM]	-2.2
COc1ccc(NC(=O)/C(Cl)=C(/Cl)S(=O)Cc2ccccc2Cl)cn1 (stereo not given)	4.8	-22.3	15.3*	9.0	51.5*	103.5*	28.7	-9.1	101.5*
CC(=O)Nc1ccc2nc(-c3cccnc3)[nH]c2c1	-0.9	-6.3	3.6	-11.9	.	-1.1	33.4	-32.9	-5.0
O=C(CSc1ccc2c(c1)OCCO2)Nc1cccnc1Cl	-5.3	3.7	7.0	-0.1	8.8	5.6	2.6	-34.4	-1.4
O=c1c(Cc2ccccc2)c(O)ccn1Cc1ccc2c(c1)OCO2	-9.0	7.1	-1.3	-0.4	12.0	9.5	3.7	-13.5	4.5
COc1ccc(NC(=O)Cn2cnc3c(nnn3-c3ccc(C)cc3)c2=O)cc1	-5.0	-8.1	4.6	2.1	4.2	12.1	11.3	-27.1	1.3
CCCOc1ccc(N2CC(C(=O)Nc3ncccc3C)CC2=O)cc1 (stereo not given)	-8.6	-2.7	3.3	2.4	5.1&21.3	3.7	26.5	-22.4	-0.3
CCCN(CCC)S(=O)(=O)c1ccc(C(=O)N2CCOCC2)cc1	-1.4	-6.1	-1.5	-8.0	11.9	5.3	11.6	-2.8[20 µM]	4.4
Cc1cccc(OCC(=O)Nc2ccc3nc(C)sc3c2)c1	4.5	2.1	0.3	2.5	8.9	0.6	18.7	-19.6	-3.9
O=C(Nc1ccc(N2CCOCC2)cc1Cl)C1CCN(C(=O)OCc2ccccc2)CC1	6.2	-8.4	-2.5	-1.7	15.1	2.1	5.7	-10.4	2.6
CCc1cc(C(c2ccccn2)N2CCN(C)CC2)c(NC(=O)c2ccccc2)s1 (stereo not given)	-8.9	-0.1	5.5	1.1	3.2	4.9	3.5	25.1*	-3.7
CCNC(=S)NNC(=O)c1cc(-c2cccc(OC)c2)nc2ccccc12	-13.2	-6.0	1.0	-12.2	10.3	5.6	50.8*	-25.9	-1.0
COc1ccc2c(c1)[nH]c1c(=O)n(CC3CCCO3)cnc12 (stereo not given)	-9.8	1.1	1.0	-10.7	10.7	8.7	19.6	-18.9[20 µM]	1.7
O=C(N/N=C/c1ccncc1)c1cccc(S(=O)(=O)Nc2ccc(Cl)cc2)c1	16.8	9.5	3.3	-21.5	4.8	4.5	14.3	-14.3	-4.6
COc1cc(OC)c(NC(=O)CCc2nc(-c3cccs3)no2)cc1Cl	-13.0	1.7	-7.0	-8.3	21.0	9.7	-16.3	-14.0[20 µM]	1.8

Some of the entries above, set out differently.
structure,p47phox inh,RBBP9 inhibitor,p97 inhibitor,TbHK1 inh,PGE2 EP2 inh,BaF3 tox,PPC-1+TRAIL kill,Furin inhibitor,Ba/F3 V617F tox
O=C(Cc1ccccc1)NCc1nc2ccccc2[nH]1,.,-2.0,-0.7,5.4,5.7,1.0,.,-9.5[20 µM],-3.5
Cc1ccc(SC[C@H](Cc2ccccc2)N2CCN(C)CCC2=O)cc1,-6.2,.,.,-0.5,14.7,.,17.7,-5.3,.

The list continues:
SMILES	p47phox inh	RBBP9 inhibitor	p97 inhibitor	TbHK1 inh	PGE2 EP2 inh	BaF3 tox	PPC-1+TRAIL kill	Furin inhibitor	Ba/F3 V617F tox
O=C1CCCc2ccccc2N1Cc1cccc(F)c1	-4.1	3.9	-0.5	2.8	6.5	2.9	17.4	-33.2	-1.6
Cc1nn(Cc2cccc(C(=O)Nc3ccn(Cc4ccccc4)n3)c2)c(C)c1[N+](=O)[O-]	0.6	-2.7	1.9	-18.0	13.2	5.2	17.6	2.8[20 µM]	-3.1
COCCCNC(=O)C(=O)NC1CCCCC1C (stereo not given)	-7.8	-1.2	3.4	-3.7	5.1	6.7	-0.2	-8.3	0.0
O=C(c1ccc(Cl)cc1)c1cc([N+](=O)[O-])ccc1N1CCOCC1	0.2	-4.2	4.3	-8.8	2.8	74.2*	0.8	-7.7	72.5*
COc1ccc2[nH]c(=O)c(CN(Cc3cccs3)C(=S)NCC3CCCO3)cc2c1 (stereo not given)	-10.3	1.0	5.7	-15.4	4.3	1.9	8.2	-4.7	-3.5
CC1CCOC2(O1)C(=O)Nc1ccccc12 (stereo not given)	6.8	-13.8	-4.8	0.7	1.5	1.0	13.7	-15.7	7.2
O=C(CCNS(=O)(=O)c1cccc2nonc12)NCCc1ccc(Cl)cc1	-14.9	-8.6	0.1	-7.8	5.9	6.3	8.3	-29.2	1.4
CC(C)NC(=S)NN=C1CCC(c2ccccc2)CC1 (stereo not given)	4.0	-2.1	1.1	0.0	4.1	3.1	11.8	-19.6	-2.7
O=C(CCC(=O)c1cccs1)OCc1nc2ccccc2s1	-2.8	-11.1	-7.3	0.2	8.6	4.7	-16.1	-13.1	3.8
Cc1ccc(C)c(-c2csc(N/N=C/c3ccco3)n2)c1	-14.3	-2.3	5.8	-9.8	4.7	-1.6	-7.4	-22.8	-3.5
Cc1ccc(C(=O)NNS(=O)(=O)c2ccccc2[N+](=O)[O-])cc1	-4.0	-4.3	0.2	-4.7	6.9	0.4	32.3	-28.9[20 µM]	-4.0
CN(CC(=O)N1CCN(c2ccccn2)CC1)S(=O)(=O)c1ccc2ccccc2c1	-3.7	-1.4	-7.2	-14.6	9.4	2.1	6.4	-10.0[20 µM]	0.3
Cc1cc(C(F)(F)F)nn1Cc1n[nH]c(=S)n1-c1cccc(Cl)c1	2.3	-9.7	2.7	1.2	1.2	0.9	17.7	-16.9[20 µM]	-1.7
C(/C=C/c1ccccc1)=N/N1CCN(c2ccccc2)CC1	-10.5	-4.7	-0.3	-9.6	7.9	1.5	10.3	-15.0[20 µM]	2.0
CC(=O)c1c(OC(=O)c2cccc(Cl)c2)c2ccccc2n1C	-10.7	-12.3	4.5	-13.1	7.8	-1.9	10.4	-10.4	-0.8
O=C(NC12CC3CC(CC(C3)C1)C2)c1ccccc1	-0.9	-4.2	-5.5	5.0	3.8	4.0	7.7	4.7	1.1
Cc1nc(NC(=O)c2ccc(Cl)cc2)nc2cc3c(cc12)OCO3	-7.2	6.5	5.8	14.2	11.3	-0.8	16.7	-20.6	-2.5
CCn1cc(C(=O)O)c(=O)c2cc(F)c(N3CCN(C(=S)NC(=O)c4ccccc4F)CC3)cc21	-3.5	0.6	7.8	-21.6	3.8	2.5	11.1	-19.0	-0.8
CCNC(=O)CCSc1nc(C)cc(C)n1	-2.0	-1.8	-0.3	-2.2	4.5	8.4	3.3	-6.5	0.5
COCCN(C(=S)Nc1c(C)cccc1C)C(C)c1ccco1 (stereo not given)	-15.8	0.6	2.7	-7.9	4.9	-3.9	-1.3	-27.9	-2.2

Some of these compounds in order of their number in p47phox inh, falling.
structure,p47phox inh
Cc1cc(C(F)(F)F)nn1Cc1n[nH]c(=S)n1-c1cccc(Cl)c1,2.3
CN(CC(=O)N1CCN(c2ccccn2)CC1)S(=O)(=O)c1ccc2ccccc2c1,-3.7
Cc1nc(NC(=O)c2ccc(Cl)cc2)nc2cc3c(cc12)OCO3,-7.2

Further entries
SMILES	p47phox inh	RBBP9 inhibitor	p97 inhibitor	TbHK1 inh	PGE2 EP2 inh	BaF3 tox	PPC-1+TRAIL kill	Furin inhibitor	Ba/F3 V617F tox
COc1ccc2cc(/C(C)=N/NC(=O)c3cc(-c4cccnc4)nc4ccccc34)ccc2c1	-3.4	-3.9	6.2	-18.8	5.2	6.8	14.1	-19.6	-1.5
CCOC(=O)N1CCN(C(=O)C2CCN(S(=O)(=O)c3ccc(OC)cc3)CC2)CC1	-0.9	8.5	2.2	-10.0	0.2	-0.8	.	-4.9	-4.1
CCCN1CCC(NC(=O)Nc2ccc(OC)c(OC)c2)CC1	-14.8	-8.0	1.4	-0.6	5.3	-2.5	-8.3	-9.4[20 µM]	-6.0
CC(C)(C)N1NC(=O)Nc2ccccc2C1=O	-14.7	-3.5	3.4	-1.1	8.5	3.3	5.6	-23.0[20 µM]	2.3
O=C(COC(=O)[C@H](Cc1ccccc1)NC(=O)c1ccco1)NC(c1ccccc1)c1ccccc1	-11.9	-10.9	-4.7	9.4	11.1	1.4	-35.0	2.6[20 µM]	-2.9
C/C(=N/Nc1nc(C)cc(-c2ccccc2)n1)c1ccco1	-7.1	0.1	3.0	-28.1	10.8	1.2	3.5	-9.4[20 µM]	-3.9
c1cncc(-c2nnc3sc(C4CCCCC4)nn23)c1	-4.7	-3.3	-6.7	-7.6	4.2	0.7	36.8	-15.0	0.7
CCOC(=O)c1c(NC(=O)c2nn(CC)cc2Br)c(C#N)nn1-c1ccccc1	-13.0	-3.9	0.2	5.0	7.0	4.5	10.3	-8.8[20 µM]	0.9
CC(=O)NC(CC(=O)N(C)Cc1cccc(Cl)c1Cl)c1ccccc1 (stereo not given)	-1.3	-9.9	4.1	-5.3	6.7	3.2	-12.0	-26.2	-0.7
O=c1[nH]c2cc3c(cc2cc1C(c1nnnn1Cc1ccccc1)N1CCCc2ccccc21)OCO3 (stereo not given)	-1.7	-0.5	-4.5	6.7	10.9	2.3	-6.7	-12.6[20 µM]	1.3
